CCHFV vOTU inh: blocks the CCHF virus ovarian tumor domain protease; inhibition, % at 11.5 µM; CCHFV vOTU protease, Pep-AMC fluorescence; 0.55% of 370,000 active; also: 0% = vehicle wells with enzyme and 100% = no enzyme wells
FadD28 FP inh: inhibitors of Mycobacterium tuberculosis FadD28 bisubstrate binding | FadD28 bisubstrate probe binding, fluorescence polarization | inhibition, % at 12.5 µM | 0.22% of 360,000 active; in the data active = inhibition above about 8.5%, passing the limit was not always enough; inconclusive = no clear call, values can overlap the other calls
Mtb UGM inh: Mtb UDP-galactopyranose mutase inhibition; P9WIQ1; purified UGM, fluorescence polarization probe displacement; inhibition, % at 10 µM; 0.06% of 320,000 active; AID 504406; in the data active = inhibition above about 10%, passing the limit was not always enough; inconclusive = no clear call, values can overlap the other calls
Target sequence (P9WIQ1 whole entry, looked up): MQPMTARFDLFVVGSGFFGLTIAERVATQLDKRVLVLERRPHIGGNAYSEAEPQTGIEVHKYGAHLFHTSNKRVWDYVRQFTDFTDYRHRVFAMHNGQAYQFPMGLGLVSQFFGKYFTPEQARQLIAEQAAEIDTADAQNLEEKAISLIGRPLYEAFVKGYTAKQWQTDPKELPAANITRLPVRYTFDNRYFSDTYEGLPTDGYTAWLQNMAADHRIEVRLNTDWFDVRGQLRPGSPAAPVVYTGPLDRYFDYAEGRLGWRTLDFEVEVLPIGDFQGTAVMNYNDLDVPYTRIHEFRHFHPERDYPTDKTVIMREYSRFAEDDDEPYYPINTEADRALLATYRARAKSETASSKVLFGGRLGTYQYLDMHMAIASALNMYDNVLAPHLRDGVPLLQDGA
BoNT-F LC inh: BoNT F light chain protease inhibition; Multiplex microsphere protease cleavage assay, flow cytometry; inhibition, % at 10 µM; 0.22% of 360,000 active; in the data active = inhibition above about 35%, passing the limit was not always enough; inconclusive = no clear call, values can overlap the other calls; also: plate controls were buffer without enzyme for full effect and enzyme alone for no effect
Mtb BioA inh: BioA (M. tuberculosis) enzyme inhibition. AID 602481. purified M. tuberculosis BioA enzyme, plate reader. 0.096% of 360,000 active. inhibition, % at 9.99 µM; in the data active = inhibition above about 40%; inconclusive = no clear call, values can overlap the other calls
GDH-TPI counter: GDH-TPI coupled enzyme inhibition counter-screen; inhibition, % at 4.8 µM; GDH-TPI coupled enzyme counterscreen, NADH absorbance; 1.2% of 360,000 active;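 also: 0% = DMSO wells and 100% = wells lacking the enzyme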
MazEF act: activators of E. coli MazEF toxin-antitoxin RNase; 0.32% of 350,000 active; AID 504720; FAM/BHQ RNA-DNA oligo cleavage fluorescence, 5 h; P0AE70; activation, % at 20 µM; in the data active = activation above about 50%
Target sequence (P0AE70 whole entry, looked up): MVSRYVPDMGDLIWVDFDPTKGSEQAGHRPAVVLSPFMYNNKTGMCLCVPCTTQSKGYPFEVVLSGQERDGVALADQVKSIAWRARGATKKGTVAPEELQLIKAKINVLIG
Rv3671c inh: inhibitors of M. tuberculosis serine protease Rv3671c | 0.048% of 320,000 active | AID 2606 | P9WHR9 | inhibition, % at 5.96 µM; in the data active = inhibition above about 38%;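 also: extracellular domain of Rv3671c used as enzyme; 0% = enzyme with DMSO and 100% = no enzyme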
DUSP3 inh: DUSP3 (human) phosphatase inhibition; recombinant VHR phosphatase, pNPP absorbance; inhibition, % at 13.3 µM; AID 1654; 0.52% of 290,000 active; P51452; in the data active = inhibition above about 50%; also: some compounds called inactive have numbers as strong as hits
Target sequence (P51452 whole entry, looked up): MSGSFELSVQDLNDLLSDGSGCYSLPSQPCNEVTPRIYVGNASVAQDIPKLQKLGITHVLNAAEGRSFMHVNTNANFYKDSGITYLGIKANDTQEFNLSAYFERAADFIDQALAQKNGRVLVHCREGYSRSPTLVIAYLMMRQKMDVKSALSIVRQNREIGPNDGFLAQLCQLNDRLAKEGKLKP
FBA Mtb inh: inhibitors of M. tuberculosis fructose-bisphosphate aldolase. P9WQA3. purified M. tuberculosis FBA, fluorescence read-out. inhibition, % at 1 µM. 2.3% of 360,000 active; in the data active = inhibition above about 27%;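 also: 0% = vehicle and 100% = reference inhibitor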
Target sequence (P9WQA3 whole entry, looked up): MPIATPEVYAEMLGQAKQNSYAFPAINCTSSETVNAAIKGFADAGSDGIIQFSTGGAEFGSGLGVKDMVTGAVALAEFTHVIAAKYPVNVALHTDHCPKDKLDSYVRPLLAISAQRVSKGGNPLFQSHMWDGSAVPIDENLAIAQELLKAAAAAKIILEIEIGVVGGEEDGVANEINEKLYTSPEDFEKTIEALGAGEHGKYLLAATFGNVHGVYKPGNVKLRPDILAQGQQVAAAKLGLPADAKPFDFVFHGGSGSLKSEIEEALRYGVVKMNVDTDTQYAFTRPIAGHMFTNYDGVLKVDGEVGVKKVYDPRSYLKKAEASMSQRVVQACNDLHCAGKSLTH
Numbers without * were called inactive; i = inactive; ? = inconclusive; nt = not tested or not shown. Rule as the data show it, unless noted: active = inhibition above about 30%; inactive = the rest.

Each structure is followed by: CCHFV vOTU inh, FadD28 FP inh, Mtb UGM inh, BoNT-F LC inh, Mtb BioA inh, GDH-TPI counter, MazEF act, Rv3671c inh, DUSP3 inh, FBA Mtb inh
COc1cc(F)ccc1-c1cc(C(=O)NCc2cc(C(F)(F)F)cc(C(F)(F)F)c2)[nH]n1
 : 0, -1.7, nt, 2, -1.6, 7, nt, nt, nt, 4
CN1C2CCC1CC(NS(=O)(=O)c1ccc(C#N)cc1)C2 (stereo not drawn)
 : 0, -0.4, -1.5, 3, -2.7, 11, 1, -6, 14, 1
CC(C)NC(=O)CCc1nnc(Cc2cccc(C(F)(F)F)c2)o1
 : 0, -0.5, 0.6, -8, -2.5, 3, 0, -9, -14, -1
CCOC(=O)C1(Cc2cccc(OC)c2)CCCN(C(=O)CCc2cccnc2)C1 (stereo not drawn)
 : 6, -0.5, -1.0, 0, nt, 3, 0, -3, 11, 4
COc1ccc(NC(=O)c2cc(-c3ccccc3OC)on2)cc1
 : -11, -0.3, -0.9, -4, -2.2, 14, 5, -11, 19, 0
Cc1ccc(/C=C/C(=O)NCc2ccc3c(c2)OCO3)o1
 : -5, -4.2, -2.0, 2, nt, 7, -4, -6, -10, -3
CCOC(=O)COc1ccc2c(=O)c(-c3ccc(OC)c(OC)c3)c(C(=O)OCC)oc2c1
 : -8, -2.2, -1.0, 4, 1.3, 14, 0, 4, 16, 1
Cn1cnc2c1c(=O)n(Cc1ccc(F)cc1Cl)c(=O)n2C
 : 1, -0.8, -3.0, 5, -0.3, 0, -1, 12, 11, 1
O=C(COC(=O)c1cc([N+](=O)[O-])ccc1N1CCOCC1)Nc1cc(F)ccc1F
 : 1, -3.8, 1.2, 4, 0.8, 13, 2, 1, nt, -6
NC(=O)c1cc(S(=O)(=O)NCCc2ccc(S(N)(=O)=O)cc2)cs1
 : 16, -1.4, -1.0, 10, -1.2, 8, 8, -5, 45, -3
NC(=O)[C@H]1CC2(CC(c3cccc(NC(=O)CC(c4ccccc4)c4ccccc4)c3)=NO2)CN1C(=O)CC(c1ccccc1)c1ccccc1 (stereo partly drawn)
 : 10, 1.1, -1.0, -6, -2.2, 11, -1, -116, 0, 2
O=C(COC(=O)c1ccccn1)c1cccc(Br)c1
 : 2, 1.0, -0.2, -2, -0.4, 7, -2, -6, 19, 3
Cc1ccc(Cl)cc1Nc1nc(N2CCOCC2)nc(N2CCOCC2)n1
 : 10, -4.6, 1.8, -2, 0.2, -1, 1, -6, 7, -2
COc1ccc2oc(C(=O)OCC(=O)/C(C#N)=C(\C)N)c(C)c2c1
 : -18, -0.6, -0.8, -6, nt, 6, -6, 0, 18, 13
Cc1ccc(S(=O)(=O)Nc2ccc3ncccc3c2[N+](=O)[O-])cc1
 : 12, -1.7, nt, -1, nt, 12, -5, nt, nt, -3
COC(=O)[C@H](CCSC)NC(=O)Nc1cc(OC)cc(OC)c1
 : 6, -2.1, -0.7, -5, nt, -6, 3, 7, -22, 3
CN(C)C(=O)NCc1ccc(S(N)(=O)=O)cc1
 : 2, -1.0, 2.0, -2, nt, 6, 2, -4, -9, 1
O=C(CN(c1ccc2c(c1)OCCO2)S(=O)(=O)c1ccccc1)NCc1ccc(Cl)cc1
 : 6, -3.5, -0.9, -19, 0.1, -4, -9, -9, -2, -1
O=C(Nc1cccc(-c2cnc3ccccc3n2)c1)c1cccc(NC(=O)c2ccco2)c1
 : 0, -1.4, 4.3, 4, -2.1, 12, 21, -59, 30, -3
COc1cc(NC(=O)c2cccs2)ccc1NC(=O)c1ccco1
 : 14, -3.7, 4.6, ?, -1.0, 35*, 0, -10, -2, 2
Cc1nn(C(C)(C)C)c(OC(=O)c2ccco2)c1Sc1ccccc1
 : 2, -4.3, -2.1, -1, -1.5, -6, -18, 4, 37, -4
COc1ccc(CC(C)Nc2cccc(F)c2)cc1 (stereo not drawn)
 : 1, -3.1, -0.4, ?, -1.5, -8, 9, -3, -8, -1
C=CCn1c(=O)n2ncnc2c2c3c(sc21)CCCC3
 : nt, -1.2, 1.1, -11, nt, -6, 4, -3, 8, -2
C=C(C)C(=O)Oc1ccc(N2C(=O)CCC2=O)cc1
 : 12, -2.8, 1.6, 3, nt, -5, 5, 6, 0, -1
COC(=O)c1cccc(NC(=O)CN2C(=O)c3ccccc3C2=O)c1
 : -11, -2.3, 1.3, ?, 0.3, 11, 7, -3, -4, -2
O=C(Cn1[nH]c(=O)c2ccccc2c1=O)OCC(=O)c1ccccc1
 : 0, -2.0, 0.3, -5, -1.2, -11, 1, -1, nt, -1
COc1ccc(CN2C(=O)C(CC(=O)NCCCN(C)C)CC(C(=O)N(C)C)=C2C)cc1 (stereo not drawn)
 : 6, 0.7, nt, -11, -3.1, 8, 3, nt, nt, -1
CCc1ccc(NC(=O)CSc2nnc(-c3cnccn3)n2Cc2ccco2)cc1
 : -7, -4.5, -0.1, -3, -1.8, 14, 16, -2, 32, -1
COc1ccccc1Nc1nn2c(=O)c3ccc(C(=O)NCc4cccnc4)cc3nc2s1
 : nt, 0.6, 0.8, 0, -4.2, 11, nt, -6, 108, 6
CC(C)CCN1CCC[C@]2(N[C@H](c3ccc(C(F)(F)F)cc3)[C@@H]3C(=O)N(Cc4ccccc4)C(=O)[C@@H]32)C1=O
 : 12, -9.3, nt, -11, 0.0, 0, 8, nt, nt, -1
O=C(Cn1c(=O)c(=O)n(Cc2ccccc2)c2ccc(Cl)cc21)NCC1CCCO1 (stereo not drawn)
 : 6, -2.5, 2.0, -1, nt, 9, 2, 5, 28, 3
CCS(=O)(=O)N1Cc2ccccc2CC1C(=O)Nc1ccc(NC(C)=O)cc1 (stereo not drawn)
 : -3, -4.6, -1.4, -7, -1.9, -20, 4, -2, 15, -15
COc1ccc(/C=N/NC(=O)CNC(=O)c2ccc3c(c2)OCCO3)c(C(=O)O)c1OC
 : 15, -3.0, 5.5, 4, -0.4, -1, 5, 0, -27, 1
Cc1ccc(N2C(=O)NC(NC(=O)C(C)(C)C)(C(F)(F)F)C2=O)cc1C (stereo not drawn)
 : 3, -0.5, 0.9, 1, 0.2, -2, 9, 5, -8, 0
CCc1ccccc1N(C(=O)c1snc(C(N)=O)c1N)C(C(=O)NCC1CCCO1)c1ccc(OC)c(OC)c1 (stereo not drawn)
 : -63, -0.1, nt, 10, -2.3, 24, -1, nt, 30, 62*
CC(C)(C)OC(=O)N1CCCC1C(=O)N1CCc2ccccc21 (stereo not drawn)
 : 4, 0.4, -1.0, 14, 0.0, 1, -12, 4, -14, -1
O=C1NC(=O)N(c2ccccc2)C(=O)/C1=C/c1coc2ccc(O)cc2c1=O
 : 3, -0.8, 2.5, -5, -0.5, 31*, -7, -2, -8, -1
O=C(COC(=O)c1cccnc1)Nc1ccccc1
 : 3, -4.0, -1.1, 5, 1.2, -3, 4, -2, 57*, -1
COc1ccc(-c2nn(-c3ccccc3)cc2CO)cc1OC
 : -9, -2.1, 1.9, -21, 0.5, -6, 3, -7, 15, 22
Fc1ccc(-c2[nH]ncc2-c2nnnn2-c2ccccc2)c(F)c1
 : -1, 0.5, -2.1, 0, 0.4, 4, 10, 3, 16, 0
COc1ccc(C(=O)NCC(c2cccs2)N2CCc3ccccc32)c(OC)c1 (stereo not drawn)
 : -5, 1.8, 0.8, 11, -0.4, 10, -6, 2, nt, 0
Cc1c(CC(=O)NCCCCCC(=O)O)c(=O)oc2cc3occ(-c4ccccc4)c3cc12
 : -2, -1.7, 0.4, 6, 1.0, 12, 5, 3, -11, 2
Cc1ccc(Nc2nc(N3CCOCC3)nc(N3CCOCC3)n2)cc1
 : -6, -3.8, -4.2, 6, -1.2, 7, 2, -1, 51*, -3
CCCCc1ccc(NC(=O)CN(C)CC(=O)Nc2ccccc2Cl)cc1
 : 19, -3.1, -0.4, 21, -0.8, -2, 1, -10, 4, -3
Cc1ccc(C2N(c3cccc(Cl)c3)C(=O)C3CCCN32)o1 (stereo not drawn)
 : -4, -2.7, 0.0, -11, -1.1, -14, 2, -4, -9, 0
O=C(N/N=C/c1ccco1)c1cc(-c2cccs2)[nH]n1
 : 9, -6.9, 2.9, 0, -0.6, 13, 2, -11, 17, -6
O=C(Nc1nc(N2C(=O)c3ccccc3C2=O)n(-c2ccccc2)n1)c1ccc(Cl)cc1
 : 27, -2.4, 1.6, -26, 0.8, 1, -13, 7, 25, 4
CSc1cccc(NC(=O)C2CCCN(c3ncnc4c3nc3n4CCCCC3)C2)c1 (stereo not drawn)
 : 1, -12, -2.7, 2, 5.5, -6, 7, -8, 2, -1
Cc1ncc([N+](=O)[O-])n1CC(=O)NC(C)(C)C
 : 8, -0.7, nt, 2, nt, 9, -2, 0, -1, 6
O=C1[C@H]2[C@H](C=CC[C@H]2C(=O)N2CCOCC2)CCN1Cc1ccc(Cl)c(Cl)c1
 : 6, nt, -2.2, nt, nt, nt, 7, 2, nt, nt

Next section.
Each structure is followed by: CCHFV vOTU inh, FadD28 FP inh, Mtb UGM inh, BoNT-F LC inh, Mtb BioA inh, GDH-TPI counter, MazEF act, Rv3671c inh, DUSP3 inh, FBA Mtb inh
Cc1nnsc1SCCNC(=O)c1c(F)cccc1F
 : 3, -4.7, 0.5, -6, nt, -3, 6, -1, -5, -1
Cc1cc(S(=O)(=O)NCc2ccncc2)c(C)cc1Br
 : -9, 0.1, -1.0, -2, 0.1, 3, -2, -3, -2, -1
CCN(CC(=O)Nc1ccccc1OC)C(=O)C1CC2C=CC1C2 (stereo not drawn)
 : -3, -2.4, 1.4, i, -0.9, 4, 6, 0, 11, 2
CC(=O)c1ccc(N2CCN(C(=O)CCC(=O)Nc3ccc4nc(N5CCN(C)CC5)cc(C)c4c3)CC2)cc1
 : 6, -0.8, 5.8, 6, 2.9, 26, 21, -4, -4, 5
CCNC(=O)C1(C)CCN(C(=O)c2ccccc2C(F)(F)F)C1 (stereo not drawn)
 : -7, -0.9, nt, -5, -1.0, 4, nt, nt, nt, -1
O=C1OCCC1Sc1nc2ccccc2n1-c1ccccc1 (stereo not drawn)
 : 7, -3.2, -0.8, -15, 1.5, -3, -1, 0, 36, 2
COc1ccc(C/C(C)=N/NC(=O)c2cc(C)oc2C)cc1
 : 5, -1.5, 1.4, -3, nt, 5, -5, 0, 7, 2
Cc1ccc(C)c(N(C(=O)CNC(=O)c2ccco2)C(C(=O)NCC2CCCO2)c2ccccc2)c1 (stereo not drawn)
 : 10, nt, -0.5, -4, 0.0, -1, -23, -2, 3, 2
CCOC(=O)c1ccc(NC(=S)NCCCN2CCN(C3CCCCC3)CC2)cc1
 : 5, -3.7, 3.0, -5, 0.1, 2, 9, -1, -11, 1
Cc1ccc(S(=O)(=O)N2CCN(c3ncccn3)CC2)c(C)c1
 : -2, -1.0, 1.6, ?, 1.5, 4, 2, -1, 0, -1
O=C(NCCN1C(=O)S/C(=C\c2ccccc2F)C1=O)C1=COCCO1
 : 6, -1.5, -3.4, nt, nt, 42*, 0, 5, nt, 3
CC(C)CN1CCN(Cc2cccn2-c2ccccn2)CC1CCO (stereo not drawn)
 : 2, -3.5, 1.3, -1, -0.5, 0, 12, -12, 35, -1
O=C(CN1CCN(Cc2ccc3c(c2)OCO3)CC1)N1CCc2[nH]c3ccc(F)cc3c2C1
 : -5, -12, -0.6, -1, 5.5, 1, 3, 1, -7, -1
CC(=O)Nc1ccc(NC(=O)CSC2=NS(=O)(=O)c3cc(F)ccc3N2)cc1
 : 2, -0.9, nt, -14, 1.8, 11, -2, 8, nt, 3
O=C(Nc1ccc2c(c1)OCO2)c1ccc(S(=O)(=O)N2CCCC2)cc1
 : 4, -1.9, 1.1, -1, nt, -6, 4, 0, -1, 1
NC(=O)c1ncn([C@@H]2O[C@H](CNCc3ccc(OCC(=O)Nc4nccs4)cc3)[C@@H](O)[C@H]2O)n1
 : 6, 0.0, nt, -5, -0.4, 1, 6, nt, nt, 1
CCOC(=O)/C=C1\SCC(=O)N1CC(=O)NC(C)c1ccccc1 (stereo not drawn)
 : 2, -1.7, 4.6, 2, -4.0, 3, 2, -14, -7, 1
Cc1ccc(Nc2nnc(C)c3ccccc23)c(C)c1
 : -9, 0.3, 0.2, -13, nt, 6, 3, 3, nt, 2

Source: PubChem
